Bioassay records from PubChem.
Giardia killer = kills Giardia lamblia | activity change, % at 7.66 µM, hits read low | Giardia lamblia trophozoite viability | 0.15% of 340,000 active; in the data active = activity change below about -80%; inconclusive = between about -30% and that limit;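 also: parasites exposed to compound for two days anaerobically before the ATP read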
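Trophozoite viability was measured as ATP-dependent luminescence, read 15-30 min after reagent addition. Before that, parasites at 100 cells/well were exposed to compounds for 48 h, anaerobically, at 37 deg C.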
FBPA coupling cs = inhibits coupling enzyme system, counter-screen for aldolase hits | 0.67% of 290,000 active | coupling enzyme system counterscreen, AmpLite Red fluorescence | activity change, negative = inhibition, % at 58.2 µM, hits read low; in the data active = activity change below about -30%
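Fluorescence at 525 nm excitation and 598 nm emission measured inhibition of the coupled detection system without aldolase. Compounds (at 57.5 uM final) were preincubated 10 min at room temperature with coupling enzyme reagent before a 20 min substrate/AmpLite Red step.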
hERG WT inh = inhibitors of human wildtype KCNH2 potassium channel; 0.37% of 340,000 active; AID 720551; Q12809; activity change, % at 1.84 µM; U2OS, BacMam KCNH2, thallium flux FluxOr; active compounds read low;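 active = maximum activity change below -70%; inconclusive = maximum activity change between -70% and -50%; inactive = maximum activity change above -50%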
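U2OS cells transduced with wild-type KCNH2 virus are loaded with FluxOr dye for 45 min, and thallium flux is measured in kinetic reads before and after stimulation buffer. Rate constants are normalized to DMSO controls.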
GALK inhibitor = galactokinase (human) inhibition. Purified GALK, Kinase-Glo residual ATP luminescence. Potency, µM (doses to about 57.5 µM), for inactives: top-dose activity change, negative = inhibition, hits mostly inhibitors. 0.007% of 270,000 active; also: potency is read from the fitted curve at half-maximal effect
Target sequence (P51570 whole entry, looked up): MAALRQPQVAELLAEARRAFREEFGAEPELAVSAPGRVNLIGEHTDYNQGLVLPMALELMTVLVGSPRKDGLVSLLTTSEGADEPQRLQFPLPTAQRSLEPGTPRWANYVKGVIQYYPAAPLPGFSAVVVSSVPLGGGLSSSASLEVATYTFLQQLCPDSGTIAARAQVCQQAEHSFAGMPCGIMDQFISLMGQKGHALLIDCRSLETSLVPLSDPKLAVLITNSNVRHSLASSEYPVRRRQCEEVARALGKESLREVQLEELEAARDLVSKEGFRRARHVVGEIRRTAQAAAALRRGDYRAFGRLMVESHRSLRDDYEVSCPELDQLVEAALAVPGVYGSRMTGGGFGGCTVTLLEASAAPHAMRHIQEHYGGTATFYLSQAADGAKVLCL
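Luminescence from leftover ATP (Ultra-Glo luciferase/luciferin) served as read-out after a 1 h room-temperature reaction of 5 nM GALK with 35 uM ATP and 100 uM galactose.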
BCR signal inh = inhibitors of chronic active B-cell receptor signaling; Potency, µM (doses to about 46.1 µM), without a hit: at the top dose ratio change, negative = lower green/red ratio, actives largely listed as inhibitors; 0.05% of 340,000 active; AID 493014; ABC-DLBCL IkBa-CBG/CBR reporter, luminescence ratio, 4 h; active = well fitted inhibition curve with a large enough effect in the signal ratio, with a control signal flat, not every such curve was filed as active; inconclusive = small, poorly fitted or top-dose-only effect, or effect the other way, or a change in a side signal; the % refers to the signal ratio;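 also: potency is read from the fitted curve at half-maximal effect; plate controls were basal doxycycline-induced cells for no effect and cells given 10 µM MG132 for full effect; MG132 reads +100%, hits lower the ratio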
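Cell line TMD8 (human ABC DLBCL), stably expressing tet-inducible CBG68-IkBa fusion and CBR; IMDM/0.5% FBS; cpd up to 46 uM; dox induction, 4 h, 37C/5% CO2; dual luminescence; green/red ratio; MG132 control.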
B2AR arrestin = beta2AR (human) beta-arrestin recruitment activity; AID 492947; 0.02% of 330,000 active; Potency, µM (titrated, usually from 46.1 µM), for the others: top-dose activation, usual class: activators; beta-arrestin recruitment to beta2AR, cell-based reporter;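 also: potency is read from the fitted curve at half-maximal effect; 0% = DMSO controls and full agonism = EC100 isoproterenol or metaproterenol; nearly all actives have a fitted effect of over 65% in size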
Eya2 inh = blocks the phosphatase activity of human Eya2; 0.006% of 330,000 active; recombinant Eya2, OMFP fluorescence dephosphorylation (OMFP is methylfluorescein phosphate); Potency, µM (series often up to 76.9 µM), for inactives: top-dose activity, negative = inhibition, most hits filed as inhibitors; also: potency is read from the fitted curve at half-maximal effect
Target sequence (O00167 whole entry, looked up): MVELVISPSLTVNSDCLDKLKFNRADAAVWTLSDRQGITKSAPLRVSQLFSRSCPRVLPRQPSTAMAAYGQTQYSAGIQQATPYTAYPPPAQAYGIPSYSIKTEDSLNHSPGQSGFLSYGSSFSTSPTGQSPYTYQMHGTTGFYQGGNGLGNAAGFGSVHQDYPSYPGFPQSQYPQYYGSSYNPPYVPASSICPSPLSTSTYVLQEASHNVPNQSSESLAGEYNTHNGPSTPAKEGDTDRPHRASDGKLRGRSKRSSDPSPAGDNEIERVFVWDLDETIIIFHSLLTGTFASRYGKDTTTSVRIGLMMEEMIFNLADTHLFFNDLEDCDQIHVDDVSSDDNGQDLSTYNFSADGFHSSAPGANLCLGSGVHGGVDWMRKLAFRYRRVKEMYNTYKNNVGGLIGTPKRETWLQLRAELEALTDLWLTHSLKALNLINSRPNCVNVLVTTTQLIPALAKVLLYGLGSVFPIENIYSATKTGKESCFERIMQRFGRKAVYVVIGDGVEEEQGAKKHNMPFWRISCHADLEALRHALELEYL
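Eya2 protein (added as 0.2 uM solution) was preincubated with compound for 10 min at ambient temperature in 50 mM HEPES pH 7.5, 50 mM NaCl, 5 uM MgCl2, 0.05% BSA, 1 mM DTT. OMFP (added at 50 uM) then reacted 10 min; fluorescence read at 485/525 nm.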
KCNH2 3.1 block = inhibitors of human KCNH2 3.1 potassium channel isoform; AID 720553; 0.95% of 340,000 active; U2OS KCNH2 3.1, thallium flux FluxOr; active compounds read low; activity change, % (tested at about 1.8 µM);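 active = maximum activity change below -70%; inconclusive = maximum activity change from -70% to -50%; inactive = maximum activity change above -50%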;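 also: thallium influx rate constant from kinetic fluorescence after stimulation buffer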
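U2OS cells transduced with KCNH2 3.1 mutant virus (1.77 x 10^8 /mL, 4 h), plated overnight at 37 C, loaded 45 min with FluxOr dye plus Red40 quencher. Thallium flux rate constant from kinetic reads after stimulation buffer, normalised to controls.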
uPA generation = inhibitors of cell surface uPA generation. cell surface uPA generation assay, qHTS. 0.31% of 330,000 active. AID 540303. Potency, µM (top dose mostly 38.3 µM), for the others: at the top dose activity change, negative = inhibition, hits mostly inhibitors; active = well fitted inhibition curve with a large enough effect; inconclusive = small, poorly fitted or top-dose-only effect; inactive = no such curve, though single readings can be large or run the other way; tested in mouse RAW 264.7 cells; also: potency is read from the fitted curve at half-maximal effect; nearly all actives have a fitted effect of over 55% in size
USP2a inh = USP2a (human) protease inhibition | USP2 core, Ub-CHOP2 coupled fluorogenic reporter, 485/531 | Potency, µM (doses to about 38.3 µM), for inactives: at the top dose activity change, negative = inhibition, most hits filed as inhibitors | 0.01% of 330,000 active | AID 463254;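 also: potency is read from the fitted curve at half-maximal effect; plate controls were DMSO wells for no effect and full inhibition by NEM control for full effect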
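USP2 core (10nM final) preincubated 30min RT with compound in 20mM Tris-HCl pH 8.0, 2mM CaCl2, 2mM beta-mercaptoethanol, 0.05% CHAPS; 25nM Ub-CHOP2 plus 25nM reporter substrate added, fluorescence (Ex485/Em531) read after 60min.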
PKM2 act = PKM2 (human) enzyme activation; P14618; purified PKM2, Kinase-Glo ATP luminescence, activation; response scale: 0% is enzyme alone, no compound; Potency, µM (series often up to 57.5 µM), inactives show at the top dose activation, hits mostly activators; 0.34% of 260,000 active; also: potency is read from the fitted curve at half-maximal effect; nearly all actives have a fitted effect of over 55% in size
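Purified hPK-M2 (>95%) run at intermediate activity with 0.1 mM ADP and 0.5 mM PEP in 50 mM imidazole pH 7.2, KCl, MgCl2; 1 h room temperature. ATP formed read by Kinase-Glo luminescence; normalized to uninhibited and no-enzyme controls.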
Starred values were filed as active, the others as inactive; ? = inconclusive; . = no result given; [ ] = dose if it differs, or a comment. Unless noted, calls follow the shape of the dose curve; as a rule, active = well fitted curve in the direction sought with a large enough effect; inconclusive = small, poorly fitted or top-dose-only effect, or another doubt; inactive = no such curve, though single readings can be large; an effect the other way counts as inactive or inconclusive. Unless noted, % is scaled to controls: 0 for no effect and ±100 for the full control effect.

SMILES	Giardia killer	FBPA coupling cs	hERG WT inh	GALK inhibitor	BCR signal inh	B2AR arrestin	Eya2 inh	KCNH2 3.1 block	uPA generation	USP2a inh	PKM2 act
COc1ccc(Cl)cc1NCCC(O)c1ccc(F)cc1 (stereo not given)	-7	-6	4	-7%	-1%	0.0%	-24%	-2	-12%	2%	.
CCOC(=O)N(NC(=O)C(O)(C(C)C)C(C)C)c1ccccc1	-20	4	-1	-2%	1%	0.4%	0%	1	-1%	0%	0%
O=C(CNC(=O)C1CCCCC1)NNC(=O)c1ccc(Cl)cc1Cl	-21	.	-12	2%	0%	-0.3%	4%	2	-24%	3%	-1%
O=S(=O)(Nc1ccccc1N1CCOCC1)c1c(F)cc(F)cc1Br	-3	.	6	.	1%	-0.1%	-34%	21	11%	4%	.
C/C(=N\NC(=O)c1c(C)nc2ccccn12)c1ccc(C(C)(C)C)cc1	8	1	3	0%	3%	0.3%	11%	1	-15%	0%	-3%
COC(=O)C1(CCSC)NC(c2ccccc2F)C2C(=O)N(c3ccc4c(c3)OCCO4)C(=O)C21 (stereo not given)	1	1	15	0%	0%	-0.5%	-27%	14	1%	-2%	.
O=C(COc1ccc(Cl)cc1)N1CCN(C(=O)c2cccc(F)c2)CC1	-6	-1	12	0%	-10%	0.0%	-6%	.	-1%	2%	-4%
C/C(CC(=O)Nc1cccc(C(F)(F)F)c1)=N\NC(=O)Cc1ccccc1	6	2	16	-1%	?	-0.1%	8%	5	0%	2%	-1%
Cc1ccc(NC(=O)N(CCCN2CCOCC2)Cc2cccs2)cc1C	6	-2	46	2%	1%	-0.8%	0%	-2	-2%	-2%	5%
Cc1cccc(/C(N)=N/OC(=O)c2cccnc2)c1	-1	-29	-3	6%	?	0.3%	1%	-5	-30%	-1%	-9%
CC(C)(C)N1NC2(CCCCC2)NC1=S	9	4	6	0%	0%	-0.4%	-3%	-14	2%	3%	5%
O=C(NCC1CCCO1)C1CCC(=O)N1CCc1ccccc1 (stereo not given)	-13	1	5	3%	?	-0.1%	19%	8	-2%	2%	2%
CCOc1ccccc1NC(=O)COn1nnc2ccc(Cl)cc21	0	2	0	-2%	?	0.2%	-6%	11	0%	1%	28%
COc1ccccc1N1CCN(C(=O)CCNC(=O)c2ccco2)CC1	3	.	0	.	8%	0.2%	-24%	2	2%	-1%	.
CS(=O)(=O)N(Cc1ccc(C(=O)NN=C2CCCC2)cc1)c1ccccc1	-6	5	0	0%	?	-1.0%	3%	-24	0%	0%	-1%
CCOc1ccc(CCNC(=O)COC(=O)c2nccnc2N)cc1OCC	-6	.	-4	.	?	0.1%	-7%	-9	-4%	0%	.
COC(=O)c1cc(S(=O)(=O)N2CCOCC2)c(Cl)cc1N1CCOCC1	-13	5	-8	-3%	-18%	-0.3%	6%	-11	-2%	-1%	2%
N#CC1=C(N)SC2(CCCCC2)SC1c1ccccc1 (stereo not given)	1	0	-1	-3%	12%	-0.1%	11%	-12	1%	0%	-2%
Cc1ccc(S(=O)(=O)n2c(CN3CCCC(C)C3)nc3ccccc32)cc1 (stereo not given)	2	-1	26	-1%	?	-0.3%	19%	-29	4%	3%	0%
Cn1cc(CN2CCCC(C(=O)c3ccc(-c4ccccc4)c(F)c3)C2)cn1 (stereo not given)	-9	1	22	0%	-19%	0.4%	-21%	-2	-3%	8%	2%
CCCNC(=O)c1ccc(N2CCC3(CC2)CC(c2ccccc2)=NO3)c(N)c1	-1	0	-4	.	10%	4.1%	3%	-2	7%	1%	-2%
O=C(Nc1ccc([N+](=O)[O-])cc1)C1COc2ccccc2O1 (stereo not given)	0	4	1	1%	?	-0.6%	-9%	-4	1%	-2%	-1%
COCCNC(=S)NC1CC2CCC(C1)N2Cc1ccccc1 (stereo not given)	0	1	13	2%	-1%	-0.2%	5%	-17	0%	-2%	5%
COc1ccc(NC(=O)CSc2nnc(Cn3cnc([N+](=O)[O-])n3)n2C)cc1	3	-5	11	0%	0%	0.3%	-15%	17	0%	5%	1%
COc1ccccc1NC(=O)CSc1n[nH]c(-c2cccnc2)n1	-4	-1	5	4%	-13%	0.0%	3%	7	-2%	0%	2%
CC(=O)N(Cc1cc2c(C)cc(C)cc2[nH]c1=O)C1CCCCC1	11	-1	-8	7%	1%	-0.6%	21%	8	-11%	3%	-1%
O=C(Nc1nc(-c2ccccc2)ns1)c1cccs1	1	-4	16	-3%	?	0.0%	-30%	29	.	3%	-22%
CC1=NN(C(N)=S)C(=O)C1N=Nc1cccc([N+](=O)[O-])c1 (stereo not given)	-1	2	-2	.	?	?	1%	14	11%	-1%	.
CCOC(=O)c1ccc(Nc2nc(C)cc(C)n2)cc1	22	3	-12	-3%	6%	0.4%	3%	-7	4%	6%	.
Cc1ccc(C)c(N2CCN(S(=O)(=O)c3c(C)noc3C)CC2)c1	8	-2	-6	-2%	1%	0.0%	9%	17	-4%	2%	.
COc1ccc(NC(=O)CCCCCn2nnc3ccccc3c2=O)cc1	-5	1	-4	11%	-2%	0.1%	-4%	-16	-10%	-2%	.
Cc1ccc(C(=O)Nc2ccc(N3CCN(C(=O)c4cccs4)CC3)cc2)c(Cl)c1	9	2	5	0%	?	0.2%	20%	-7	-2%	-2%	4%
O=C(C1CCN(C2CC(=O)N(Cc3ccccc3)C2=O)CC1)N1CCCCCC1 (stereo not given)	15	4	2	-1%	-1%	0.0%	13%	-12	-4%	0%	10%
Cc1cc2occ(CC(=O)N(C)CC(=O)Nc3cccc(F)c3)c2cc1C	-7	-7	-15	-2%	?	-0.1%	-6%	-12	3%	-9%	1%
CC(C)N1CCc2c(sc(NC(=O)c3ccc(S(=O)(=O)N4CCOCC4)cc3)c2C#N)C1	-4	-1	-3	0%	7%	0.0%	20%	2	-3%	3%	-1%
CCN(CC)C(=O)Cn1cnc2ccccc2c1=O	5	-6	-4	-2%	-8%	-1.5%	1%	-5	1%	1%	-19%
CCCNC(=O)CC1C(=O)N(Cc2ccccc2)C(C)c2nc3ccccc3n21 (stereo not given)	-9	-1	7	0%	?	-0.1%	-8%	8	-1%	-1%	-2%
CCN1CCN(C(=O)c2cc3c(=O)n4ccccc4nc3s2)CC1	-21	-1	-2	6%	0%	-0.5%	5%	17	-5%	2%	.
Cn1c(SCC(=O)NCC2CCCO2)nc2c(c1=O)SCC2 (stereo not given)	10	.	-5	-3%	-3%	-0.5%	1%	1	-5%	3%	-2%
COc1cccc(N2C(=NC(=O)c3ccccc3)SC3CS(=O)(=O)CC32)c1 (stereo not given)	-14	1	11	8%	0%	0.0%	-1%	8	4%	-1%	10%
COc1ccccc1CNC(=O)CN(C)CC(=O)Nc1cccc(F)c1	1	2	-3	6%	?	-0.5%	8%	-10	0%	3%	-6%
C(=N\Nc1nc(-c2cccnc2)nc2ccccc12)/c1ccccc1	-11	1	-10	11%	10%	-0.5%	3%	1	-8%	6%	-3%
CSc1ccc(CNCc2ccc3c(c2)OCO3)cc1	14	-1	3	0%	-1%	-0.1%	6%	2	5%	2%	.
Nc1cccc(NC(=O)c2cccs2)c1	-13	-3	1	-1%	-12%	-0.2%	-17%	10	1%	-2%	2%
CC/C(=N/NC(=O)c1ccc(Br)cc1)c1ccc(OCCN2CCOCC2)cc1	-2	3	2	2%	?	-0.1%	-5%	6	1%	2%	-1%
CC(=O)NC(c1ccco1)c1cc(Cl)c2ccccc2c1O (stereo not given)	-5	.	.	.	?	-0.5%	15%	.	?	-9%	.
Cc1ccc(O)c(NC(=O)c2ccco2)c1	-22	0	-7	-2%	-15%	-0.1%	-15%	7	-1%	0%	-20%
COC(=O)C(NC(=O)C(C)Oc1ccccc1)C(C)C (stereo not given)	-3	2	2	0%	?	0.0%	-9%	3	.	4%	-1%
O=[N+]([O-])c1ccc(-c2nnc3cccc(Cl)n23)cc1	-23	2	-4	9%	?	0.3%	13%	13	3%	6%	.
CN(C)C(=O)c1ccccc1Sc1ccc(Cl)cc1Cl	7	-27	2	0%	-18%	0.5%	0%	-5	-3%	-5%	-6%
O=C(OCC(=O)N1CCN(C(=O)c2ccco2)CC1)c1cc(-c2ccc(F)cc2)nc2ccccc12	-2	-1	-10	5%	-4%	0.3%	-10%[15.4 µM]	-20	-14%	-1%	28%
